Myeloid diff MLP – compounds promoting myeloid differentiation; ER-HoxA9 myeloid progenitors, lysozyme-GFP differentiation, flow cytometry; calls only at 10 µM; 1% of 360,000 active; AID 624256;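 active means normalized GFP-positive differentiation at or above the plate's own cutoff, the solvent-only control mean plus 3 SD; inconclusive means no clear call, values can overlap the other calls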;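 further: cells exposed to compound for four days before flow analysis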
Myeloid diff MLP GFP+ MAC1+ % – recorded beside Myeloid diff MLP, whose call it bears; GFP+ MAC1+ double positive, %; measured here: differentiation confirmed by MAC1 staining
Numbers without * were called inactive; i = inactive; ? = inconclusive; . = not tested or not shown; + = active, no number. This is a subset (hit frequency here may not be typical).

structure | Myeloid diff MLP | Myeloid diff MLP GFP+ MAC1+ %
COc1ccc(S(=O)(=O)N2CCCC2CNC(=O)C(=O)NC2CC2)cc1 (stereo not given) | i | 0.7
CN(CC(=O)Nc1ccc(F)c(F)c1F)C(=O)C1CC(=O)N(c2ccc3c(c2)OCCO3)C1 (stereo not given) | i | 0.2
CCCN(C(=O)CSCc1c(C)noc1C)c1c(N)n(Cc2ccccc2)c(=O)[nH]c1=O | i | 0.2
CCCCCCN1C[C@@H](n2cc(COC(=O)c3ccccc3)nn2)[C@H](O)C[C@@H]1c1ccc(OC)cc1 | i | 2.5
NC(=O)c1ncn([C@@H]2O[C@H](CNCc3cnc(N4CCOCC4)s3)[C@@H](O)[C@H]2O)n1 | i | 2.4
COc1ccc(CC(=O)NC2CCS(=O)(=O)C2)cc1 (stereo not given) | i | 0.8
O=C(Cc1ccccc1[N+](=O)[O-])OCC(=O)N1CCN(c2ccccc2)CC1 | i | 0.6
CC1(C)CN(c2ccccc2)C(=O)[C@H]1CC(=O)Nc1ccccc1 | i | 0.6
Cc1ccc(N(CCC#N)C(=O)COC(=O)C2CCN(S(=O)(=O)c3ccc(C)c(C)c3)CC2)cc1 | i | 1.2
COCCN(C(=O)COc1ccccc1C#N)c1c(N)n(Cc2ccccc2)c(=O)[nH]c1=O | i | 1.4
S=c1[nH]c2cnc(Cl)nc2[nH]1 | i | 0.8
COc1ccc(S(=O)(=O)NCC(=O)Nc2ccc(F)cc2)cc1 | i | 0.6
COc1cc(/C=C/C(=O)c2ccc([N+](=O)[O-])o2)ccc1O | ? | .
O=c1cc(N/N=C/c2ccccc2)[nH]c(=O)[nH]1 | i | 0.2
S=C1NCC(c2ccccc2)S1 (stereo not given) | i | 1.1
CCCCNC(=O)C[C@@H]1C[C@@]2(C(=O)OCC)CCCC=C2N(Cc2ccc3c(c2)OCO3)C1=O | i | 0.6
Cc1ccc(C(=O)COC(=O)COc2ccccc2O)cc1C | i | 0.2
COc1cccc(NC(=O)CN(C)C(=O)c2ccccc2OCc2c(C)noc2C)c1 | i | 1.2
CSc1cccc(NC(=O)CCCOc2cc(=O)n(C)c3ccccc23)c1 | i | 0.0
O=C(CN1C(=O)NC2(CCCc3ccccc32)C1=O)Nc1cc(F)ccc1F (stereo not given) | i | 0.7
CCOP(=O)(OCC)c1ccc2ccc3ccccc3c(=O)c2c1 | i | 2.4
CCCS(=O)(=O)NC(=O)C1(C)CCCN(C(=O)Cc2ccc3ccccc3c2)C1 (stereo not given) | i | 0.7
CCOC(=O)[C@H]1[C@H]2COc3ccc(OC)cc3[C@@H]2N2C(=O)c3cc(F)c(F)cc3NC(=O)[C@@]12C | i | 1.6
O=C(CCC(F)(F)F)N1CCCC(N2CCN(c3cccc(Cl)c3)CC2)C1 (stereo not given) | i | 0.1
O=C(N/N=C/c1ccc(O)c(O)c1)C1CC1 | i | 0.8
Cc1ccsc1C(=O)OCC(=O)N(C)c1c(N)n(Cc2ccccc2)c(=O)[nH]c1=O | i | 0.8
O=C(Cc1ccccc1)NN=Cc1ccccc1 | i | 0.5
Cc1ccc(C(=O)c2c3ccccc3[n+]([O-])n2CCC(=O)O)cc1 | i | 1.4
CN(CC1COc2ccccc2O1)C(=O)CSc1nncs1 (stereo not given) | ? | .
O=C1c2ccccc2S(=O)(=O)c2cc(-c3nn[nH]n3)ccc21 | i | 0.6
COc1cccc(-c2cccc(-c3nc(C(=O)NCc4ccc(Oc5ccccc5)cc4)cc4c3[C@H](CCO)N(S(=O)C(C)(C)C)C4)c2)c1 (stereo not given in full) | i | 0.1
Cc1sc2ncnc(N3CCC(C(=O)Nc4ccc(Br)cc4Br)CC3)c2c1C | i | 0.7

In another format: results already given
Second line of a record – Myeloid diff MLP | Myeloid diff MLP GFP+ MAC1+ %
> CN(CC1COc2ccccc2O1)C(=O)CSc1nncs1 (stereo not given)
 : ? | .
> O=C1c2ccccc2S(=O)(=O)c2cc(-c3nn[nH]n3)ccc21
 : i | 0.6
> COc1cccc(-c2cccc(-c3nc(C(=O)NCc4ccc(Oc5ccccc5)cc4)cc4c3[C@H](CCO)N(S(=O)C(C)(C)C)C4)c2)c1 (stereo not given in full)
 : i | 0.1
> Cc1sc2ncnc(N3CCC(C(=O)Nc4ccc(Br)cc4Br)CC3)c2c1C
 : i | 0.7

Other results
structure | Myeloid diff MLP | Myeloid diff MLP GFP+ MAC1+ %
CC(=O)C1=C(O)C(=CC=Cc2ccccc2)OC1=O | i | 0.6
CN(C)Cc1csc(NC(=O)Nc2ccccc2-c2ccccc2)n1 | i | 0.4
CN1CCN(c2ccc(NC(=O)c3ccc(-c4ccccc4F)o3)cc2)CC1 | i | 1.1
Cc1cccc(NC(=O)c2ccc(C)c(S(=O)(=O)N3CCCCC3)c2)n1 | i | 0.8
CCc1ccc(C(=O)NNC(=O)c2c(CC)noc2C)cc1 | i | 0.6
CN(Cc1ccc(Cl)cc1)C(=O)c1cc(S(=O)(=O)N2CCOCC2)ccc1N1CCCC1 | i | 0.7
c1ccc2c(-c3ccc(OCCN4CCCCC4)cc3)c(-c3ccsc3)sc2c1 | i | 0.4
C[C@@H]1CN(S(=O)(=O)C(C)(C)C)[C@H](CCO)/C1=C\c1ccccc1 | i | 1.2
COc1ccc2cc(C(C)C(=O)OC(C)C)ccc2c1 (stereo not given) | i | 0.4
Cc1ccc(S(=O)(=O)N2CCOCC2)cc1C(=O)OCCOc1cccc(Cl)c1 | i | 0.4
COc1ccccc1-c1nnc(SCC(=O)Nc2ccc(N3CCOCC3)cc2)n1N | i | 0.8
CC(=O)OCC(=O)C1(O)CCC2C3CCC4CC(O)CCC4(C)C3C(=O)CC21C (stereo not given) | i | 2.6
CCC1(c2ccccc2)NC(=O)N(CC(=O)NCCN2C(=O)S/C(=C\c3cccnc3)C2=O)C1=O (stereo not given) | i | 1.1
CCOC(=O)c1cnc2nc(SCc3ccccc3Cl)[nH]n2c1=O | i | 0.6
CC(=O)Nc1c(Cl)cc2c(c1Cl)Cc1cc(N)ccc1-2 | i | 0.6
COc1cccc(CCOC(=O)c2c(-c3ccsc3)oc3c2C(OC(C)=O)CCC3)c1 (stereo not given) | i | 0.3
CCCC1(c2ccccc2)NC(=O)N(CC(=O)Nc2ccc(N3CCOCC3)cc2)C1=O (stereo not given) | i | 0.7
COc1cc(C(C)=O)ccc1OCC(=O)NCc1ccccc1CN1CCCC1 | i | 0.2
CN1CCN(C(=O)CCCN2C(=O)/C(=C/c3ccc(Cl)cc3)SC2=S)CC1 | i | 0.3
CCCCCNC(=O)C(c1cccc2ccccc12)n1c(=O)c(-c2ccco2)nc2ccccc21 (stereo not given) | i | 5.4
O=[N+]([O-])c1ccc(N2CCN(c3ccc(Cl)nn3)CC2)cc1NC1CC1 | i | 0.6
COc1ccccc1CCC(=O)Nc1ccc2c(c1)c(=O)n(C)n2-c1cccs1 | ? | .
CCN(C(=O)CSc1nc(C)nc2sc(C)c(C)c12)C1CCS(=O)(=O)C1 (stereo not given) | i | 1.1
COc1cc(CNC(=O)Nc2nnc([C@@H]3C[C@H](O)[C@@H](CO)O3)s2)cc(OC)c1OC | i | 1.6
CNc1cncc(-c2ccc(NS(C)(=O)=O)cc2)n1 | ? | .
CSc1ccc(Cn2c(C)c(C(=O)NCc3ccc4c(c3)OCCO4)sc2=O)cc1 | i | 4.8
COc1ccc(CCCN2CCC(CN3CCNC(=O)C3=O)CC2)cc1OC | i | 1.0
O=C1CCCC/C=C\C[C@H](CC(=O)N(CCO)Cc2ccccc2)C(=O)NCCO1 | i | 2.0
CC(C)C1C(=O)N(Cc2cn(CC3CCCCC3)nn2)CCS(=O)(=O)N1Cc1ccc(-c2ccncc2)cc1 (stereo not given) | i | 0.8
Cc1ccc(NC(=O)CCc2ccc(S(=O)(=O)N3CCOCC3)cc2)c(O)c1 | i | 0.9
COc1cccc(S(=O)(=O)Nc2ccc(C(O)(C(F)(F)F)C(F)(F)F)cc2)c1 | i | 1.3
CCCNC(=O)C1(C)CCN1C(=O)Cc1ccc(-c2ccccc2)cc1 (stereo not given) | i | 1.0
FC(F)(F)c1ccccc1Cc1c(C2CCCCC2)nc2c3ccccc3ccn12 | i | 1.1
Clc1cccc2sc(-c3nnc(-c4ccccc4)o3)c(Cl)c12 | i | 0.2
CCCCN(C=O)c1c(CC)nc2ccc(C(=O)NCCc3ccccn3)cn12 | i | 0.4
Cc1nc(N)[nH]c(=O)c1CCCNS(=O)(=O)c1ccc([N+](=O)[O-])cc1 | i | 0.4
CC(=O)Nc1ccc(-c2ccnc3c2CC(C(=O)Nc2cccc(N(C)C)c2)O3)cc1 (stereo not given) | + | 2.5*
COCCN1C(=O)c2ccccc2C1c1nc2ccccc2[nH]1 (stereo not given) | i | 0.4
CC1CCC2(CC1)NC(=O)N(NC(=O)CCc1c[nH]c3ccccc13)C2=O (stereo not given) | i | 0.7
Cc1ccc(S(=O)(=O)N2[C@@H](CO)CO[C@H]2CC(=O)c2ccccc2)cc1 | i | 3.1
CCc1ccc(C(=O)COC(=O)c2cc([N+](=O)[O-])ccc2N2CCOCC2)cc1 | i | 1.4
CC1CN(CCN2CC(C)N(C=O)CC2C)C(C)CN1C=O (stereo not given) | i | 1.2
COc1ccc(NS(=O)(=O)c2ccc(C)c(C(=O)N3CC(C)OC(C)C3)c2)cc1 (stereo not given) | i | 0.3
CC1(C(=O)NC2CCN(Cc3ccccc3)CC2)CCN1Cc1ccc2ccccc2c1 (stereo not given) | i | 0.3
COc1ccc(-c2ccc(=O)n(CC(=O)Nc3cccc(O)c3)n2)cc1OC | i | 5.2
CC(=O)N1CCN(S(=O)(=O)c2cccc(C(=O)NC3CCCC3)c2)CC1 | i | 1.2
O=C(c1cc(-c2ccncc2)nc2ccccc12)N1CCOCC1 | i | 1.7
CC(=O)c1sc(NC(=O)CN2C(=O)NC3(CCCC3)C2=O)nc1-c1ccccc1 | i | 0.6
Cc1ccn2c(=O)nc(SCC(=O)OCc3ccccc3)nc2c1 | i | 0.3
CCN(CC(=O)Nc1ccc(OC)cc1)C(=O)c1ccc2[nH]c3c(c2c1)CC(C)CC3 (stereo not given) | i | 0.9
Cc1ccc(OCCN2CCC2(C)C(=O)Nc2ccc3c(c2)OCO3)cc1 (stereo not given) | i | 0.6
COC(=O)[C@H](Cc1ccc(O)cc1)NC(=O)Cn1ccc(NC(=O)OCc2ccccc2)nc1=O | i | 1.1
COc1ccc(C(=O)NC(CCSC)C(=O)NCc2nnc3ccccn23)cc1 (stereo not given) | i | 0.7
O=C(COC(=O)CC1CC2CCC1C2)NCc1ccccc1 (stereo not given) | i | 0.9
Cc1cc(C)cc(N2C(=O)CC(c3ccccc3)CC2=O)c1 | i | 1.9
CCOCCCn1c(SCC(=O)NC2CCCCC2)nc2ccccc2c1=O | i | 0.7

(more compounds)
structure | Myeloid diff MLP | Myeloid diff MLP GFP+ MAC1+ %
Cc1ccc(S(=O)(=O)N2CCN(C(=O)COC(=O)c3cccnc3Cl)CC2)c(C)c1 | i | 0.3
O=C(NCC(=O)N1CCOCC1)c1ccc(Br)o1 | i | 0.7
COC[C@H]1CCCN1c1ccc2c(c1)O[C@@H](COCc1ccccc1)CN([C@H](C)c1ccccc1)S2(=O)=O | i | 1.7
Cn1cc(C[C@H](NC(=O)OC(C)(C)C)C(=O)N[C@@H](CO)Cc2ccccc2)c2ccccc21 | i | 1.7
O=C(Cc1ccccc1)Nc1ncccc1Cl | i | 0.3
CCOC1=C2CN(S(=O)(=O)c3ccc(C)cc3)C(c3ccc(CC)cc3)CC2n2c(=O)n(-c3ccccc3)c(=O)n2C1 (stereo not given) | i | 4.2
COc1ccc(Cc2nnc(SCC(=O)Nc3ccc(C)c(Cl)c3)[nH]c2=O)cc1 | i | 1.4
CCN(CC)CC(O)c1ccc2ccc3ccc(O)cc3c2c1 (stereo not given) | i | 1.1

Quoted at random: 3 records from the list.
structure | Myeloid diff MLP | Myeloid diff MLP GFP+ MAC1+ %
O=C(Cc1ccccc1)Nc1ncccc1Cl | i | 0.3
CCOC1=C2CN(S(=O)(=O)c3ccc(C)cc3)C(c3ccc(CC)cc3)CC2n2c(=O)n(-c3ccccc3)c(=O)n2C1 (stereo not given) | i | 4.2
Cc1ccc(S(=O)(=O)N2CCN(C(=O)COC(=O)c3cccnc3Cl)CC2)c(C)c1 | i | 0.3

Next section.
structure | Myeloid diff MLP | Myeloid diff MLP GFP+ MAC1+ %
CC(C)(C)OC(=O)N1CCc2onc(-c3ccc(Cl)cc3)c2C1=O | i | 0.4
CS(=O)(=O)c1ccc(Nc2nc(C(N)Cc3ccc(Cl)cc3)cs2)cc1 (stereo not given) | i | 1.5
CC(C)C[C@H]1CN([C@@H](Cc2ccccc2)CN2CCC[C@H]2CN2C(=O)C(=O)NC[C@@H]2Cc2ccc(O)cc2)C(=O)C(=O)N1CCc1ccccc1 | i | 1.2
CCOC(=O)CN1C(=O)S/C(=C/c2cc(C)n(C)c2C)C1=O | i | 0.3
Cc1ccc(CSc2ccc(S(=O)(=O)N3CCOCC3)cn2)cc1 | i | 0.4
COCCNC(=O)C1CCCN(Cc2cccc(C(F)(F)F)c2)CC1 (stereo not given) | i | 1.0
CC1CCN(c2c(NCc3ccc(C(=O)NCC4COc5ccccc5O4)cc3)c(=O)c2=O)CC1 (stereo not given) | i | 2.0
COC(=O)CCC(C(=O)CN1C(=O)c2ccccc2C1=O)N1C(=O)c2ccccc2C1=O (stereo not given) | i | 0.6
O=C(Nc1cccc(S(=O)(=O)N2CCOCC2)c1)c1ccccc1[N+](=O)[O-] | i | 0.6
COc1ccc(S(=O)(=O)N2CCN(CC(=O)c3c(N)n(C)c(=O)n(C)c3=O)CC2)cc1OC | i | 0.5
CCNC1(C#N)CCN(Cc2ccccc2)CC1 | i | 0.8
C[C@H](CO)N1C[C@H](C)[C@H](CN(C)C(=O)CCC(F)(F)F)OCc2cnnn2CCCC1=O | i | 0.5

Source: PubChem BioAssay
